Screening data as filed in PubChem BioAssay.
Siah-1 displacement: blockers of Siah-1 interaction with plectin peptide – biochemical, fluorescence polarization, rhodamine-plectin, uHTS, primary screen (AID 1817); 290,000 compounds, 0.02% hits; Siah-1 / rhodamine-plectin peptide fluorescence polarization; higher % means a stronger effect; displacement, % at 20 µM; hits with a dose series show IC50 in µM;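 active = displacement of at least 50% at 20 µM, with a fluorescence ratio check between 0.3 and a set limit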;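 note: plate controls were Siah plus tracer with DMSO for no effect and tracer alone without Siah for full effect; strong numbers were not always called active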
XIAP displacement: small molecules displacing peptide from XIAP – biochemical, IAP family, fluorescence polarization (AID 1018); XIAP BIR domain, fluorescence polarization peptide displacement; higher % means a stronger effect; 200,000 compounds, 0.007% hits; one-dose displacement, % at 20 µM; IC50 in µM for titrated hits; in the data active = displacement above about 50%; note: a part of the inactive calls stands beside numbers as strong as those of hits
Hep lipid drop: hepatic lipid droplet formation modulation. AML12 mouse hepatocytes, oleate lipid droplets, BODIPY imaging. inhibition, % at 6.5 µM. 240,000 compounds, 0.4% hits;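 active = lipid droplet intensity inhibited by at least 50%, with more than 500 cells counted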
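Technique: fluorescence imaging, 20x objective, two fields per well / Assay system: AML12 hepatocytes (mouse) / Measure: % inhibition of lipid droplet signal / Doses: 6.5 µM single-point dosing / Incubation: overnight exposure / Reagent: 100 µM oleic acid challenge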
HEK293 NOD2/NF-kB: NOD2 signaling inhibitors, cell-based, luminescence, uHTS, HEK293 (AID 1566); 290,000 compounds, 0.63% hits; HEK293 NOD2/NF-kB luciferase reporter, luminescence; higher % means a stronger effect; one-dose inhibition, % at 4 µM; EC50 in µM for titrated hits; note: many of its hits are not listed in these tables
LYP phosphatase: inhibitors of LYP phosphatase, biochemical, fluorescence intensity, uHTS (AID 1779). recombinant LYP phosphatase, fluorescence intensity; higher % means a stronger effect. one-dose inhibition, % at 11.5 µM; IC50 in µM for titrated hits. 290,000 compounds, 0.054% hits;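 note: plate controls were vehicle with enzyme for no effect and no enzyme for full effect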
Myeloid diff MLP: myeloid differentiation induction | ER-HoxA9 myeloid progenitors, lysozyme-GFP differentiation, flow cytometry | calls only at 10 µM | 360,000 compounds, 1% hits | AID 624256;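 active = normalized GFP-positive differentiation at or above the plate's own cutoff, the solvent-only control mean plus 3 SD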;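 note: cells exposed to compound for four days before flow analysis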
Dengue-2 NS5 capping: Dengue-2 NS5 methyltransferase inhibitors, primary screen, biochemical, confirmation dose response (AID 588689); inhibition, % at 25 µM, or IC50 in µM where a hit was titrated; 340,000 compounds, 0.3% hits; Dengue-2 NS5 methyltransferase capping enzyme assay, biochemical; higher % means a stronger effect; in the data active = a potency from the dose series
HIV peptide binding: cell-free HIV fusion peptide-binding blockers – biochemical, uHTS, fluorescence dequenching, primary screen (AID 1986) | one-dose inhibition, % at 20 µM; IC50 in µM for titrated hits | 290,000 compounds, 0.3% hits | cell-free peptide binding, fluorescence dequenching, 30 min; higher % means a stronger effect; in the data active = inhibition mostly above about 52%, no sharp cut-off; inactive = mostly below about 76%; note: some results filed as inactive read as strong as hits
AID2073: disruptors of CaV2.2 binding to Mint1 – biochemical, HTRF (AID 2073); one-dose inhibition, % at 20 µM; IC50 in µM for titrated hits; 290,000 compounds, 0.19% hits; HTRF protein-protein interaction, Mint1-CaV2.2; higher % means a stronger effect; in the data active = inhibition mostly above about 51%, no sharp cut-off; note: some results filed as inactive read as strong as hits
Hep lipid drop cells 6.5 µM: also measured in Hep lipid drop; calls as there; cell count; measured here: cell count, cytotoxicity flag;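 cells counted across two imaged fields per well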
Dengue-2 NS5 capping pilot replicate: further read-out of Dengue-2 NS5 capping, marked with its call; inhibition, %; measured here: pilot screen replicate inhibition
Myeloid diff MLP GFP+ MAC1+ %: further read-out of Myeloid diff MLP, marked with its call; GFP+ MAC1+ double positive, %; measured here: differentiation confirmed by MAC1 staining
* hit, by the source's call; i = inactive; x = no result given; + = active, no number. Cut-off read from the data, not from the text of the source, unless noted: active = inhibition above about 50%; inactive = the rest. A portion of the library; the hit share may differ from the screen's.

SMILES | Siah-1 displacement | XIAP displacement | Hep lipid drop | Hep lipid drop cells 6.5 µM | HEK293 NOD2/NF-kB | LYP phosphatase | Myeloid diff MLP | Myeloid diff MLP GFP+ MAC1+ % | Dengue-2 NS5 capping | HIV peptide binding | AID2073 | others
CC(C)(C)NC(=O)NC(=O)CN1C(=O)NC(c2ccccc2)(c2ccccc2)C1=O | 10% | x | -3 | 805 | -3% | -3% | i | 0.3 | -8% | 0.6% | 6%
O=C(NC1CCCCCC1)C1CCN(S(=O)(=O)c2cnc[nH]2)CC1 | -1% | -5.0% | 4 | 717 | 12% | -1% | i | 0.7 | -1% | -0.6% | 22%
Cc1ccc2cccc(O)c2[n+]1[O-] | 1% | -0.9% | x | x | 10% | -4% | i | 1.9 | 6% | 1.3% | 10%
Cn1c(SCC(=O)c2ccccc2)nnc1-c1cnccn1 | 3% | -7.1% | x | x | -39% | 0% | i | 1.1 | -13% | -0.9% | -32%
COc1ccc2c(c1)CC/C(=C\c1ccc(OC)c(Cn3cccn3)c1)C2=O | 1% | -1.5% | -10 | 696 | 9% | 1% | i | 0.4 | 0% | 18% | -4%
COCC(O)CSc1c([N+](=O)[O-])nc(C)n1Cc1ccc(OC)c([N+](=O)[O-])c1 (configuration not stated) | -8% | -3.8% | 4 | 704 | -2% | -4% | i | 0.8 | -5% | 0.3% | 9%
CCCCCC(=O)NN=C1CCN(Cc2ccccc2)CC1 | 5% | 0.4% | 22 | 728 | 9% | -9% | i | 1.9 | -7% | 1.0% | 3%
Cn1nc(CC(=O)NCc2ccc(F)cc2)c2ccccc2c1=O | 0% | -4.8% | x | x | 13% | -8% | i | 3.1 | 0% | -2.2% | 6%
Cc1[nH]c2c(Br)cccc2c1[C@H]1[C@@H](CC#N)C1(C)C | -4% | -5.2% | 6 | 705 | 7% | 1% | i | 0.5 | -2% | -0.5% | -2%
COC(=O)c1sc(C(F)(F)F)c(-c2ccccc2)c1S(=O)(=O)N1CCCC1 | 4% | x | -4 | 696 | 8% | 0% | i | 1.4 | 4% | -2.9% | -8%
CCc1cccc2c(C=C(C#N)C#N)cn(CC(=O)N3CCCCC3)c12 | -4% | -5.6% | x | x | 14% | 1% | i | 2.0 | 3% | 6.4% | 3%
O=C(COC(=O)c1ccccc1O)Nc1ccc(OC(F)F)cc1 | 3% | -3.3% | 13 | 749 | -8% | -5% | i | 0.8 | x | -1.7% | -3%
COc1ccc(Br)cc1C(=O)Nc1ccc(N2CCCC2)cc1 | 0% | x | -38 | 815 | 24% | -1% | i | 0.4 | 1% | -1.9% | 9%
O=C1c2[nH]nc(-c3ccccc3O)c2C(c2cccc(Cl)c2)N1Cc1ccco1 (configuration not stated) | 6% | -4.0% | -1 | 742 | 12% | 1% | i | 1.7 | -9% | 8.2% | 11% | Dengue-2 NS5 capping pilot replicate=-4.9
O=C(Nc1ccccn1)C1CCN(S(=O)(=O)c2cccc3nonc23)CC1 | 1% | -7.4% | -18 | 767 | -6% | 5% | i | 0.5 | -5% | 0.2% | -1%
O=C1/C(=C/c2cccnc2)SC(=S)N1CCc1ccccc1 | 5% | x | 2 | 687 | -10% | 1% | i | 0.5 | 0% | 0.6% | 3%
COC(=O)c1c(C)[nH]c(C(=O)OCC(=O)NCC(C)C)c1C | 0% | -6.0% | 13 | 768 | 28% | -2% | i | 0.8 | -10% | 1.4% | 52%
O=C(CN1C(=O)c2ccccc2S1(=O)=O)c1ccccc1 | 3% | -4.4% | 7 | 735 | 52%* | 2% | i | 0.5 | -12% | 0.0% | -1%
COc1ccc(CCNC(=O)C2CCN(S(=O)(=O)c3ccc(OC)cc3)CC2)cc1 | -3% | x | -1 | 776 | 7% | -7% | i | 0.6 | 1% | -1.4% | 7%
COC(=O)CC1SCCNC1=O (configuration not stated) | 1% | 0.5% | 0 | 717 | 7% | -2% | i | 0.7 | 0% | 0.5% | 35%

Arranged by SMILES length (rising): part of the list above.
SMILES | Siah-1 displacement | XIAP displacement | Hep lipid drop | Hep lipid drop cells 6.5 µM | HEK293 NOD2/NF-kB | LYP phosphatase | Myeloid diff MLP | Myeloid diff MLP GFP+ MAC1+ % | Dengue-2 NS5 capping | HIV peptide binding | AID2073 | others
O=C1/C(=C/c2cccnc2)SC(=S)N1CCc1ccccc1 | 5% | x | 2 | 687 | -10% | 1% | i | 0.5 | 0% | 0.6% | 3%
O=C(COC(=O)c1ccccc1O)Nc1ccc(OC(F)F)cc1 | 3% | -3.3% | 13 | 749 | -8% | -5% | i | 0.8 | x | -1.7% | -3%
CCc1cccc2c(C=C(C#N)C#N)cn(CC(=O)N3CCCCC3)c12 | -4% | -5.6% | x | x | 14% | 1% | i | 2.0 | 3% | 6.4% | 3%

(next part)
SMILES | Siah-1 displacement | XIAP displacement | Hep lipid drop | Hep lipid drop cells 6.5 µM | HEK293 NOD2/NF-kB | LYP phosphatase | Myeloid diff MLP | Myeloid diff MLP GFP+ MAC1+ % | Dengue-2 NS5 capping | HIV peptide binding | AID2073 | others
O=C(NCc1ccco1)c1cc(-c2cccc(Cl)c2)on1 | -5% | -0.8% | x | x | 16% | -5% | i | 1.9 | 6% | -1.1% | 6%
CCCc1nnc(SCC(=O)N2CCCCC2C)n1CCOC (configuration not stated) | 3% | -6.8% | 6 | 660 | 5% | -4% | i | 0.2 | -11% | 1.3% | 1%
O=C(CNC1=NCCC1)c1ccc2c(c1)OCCO2 | 4% | -1.5% | 19 | 663 | -4% | -8% | i | 1.3 | 0% | -0.2% | 2%
COc1ccc(-c2cc(-c3ccc(O)cc3)nc(N)c2C#N)cc1OC | 0% | -2.5% | 6 | 711 | -16% | -6% | i | 0.4 | 2% | -0.8% | 38%
COc1ccccc1-c1cc(C(F)(F)F)n2ncc(C(=O)N3CCc4ccccc4C3)c2n1 | 8% | x | -4 | 863 | -1% | -8% | i | 0.6 | -8% | 3.3% | 5%
Cc1nc(CSc2ccccc2)cc(=O)[nH]1 | -1% | -6.3% | 5 | 700 | 8% | -2% | i | 0.5 | 3% | 1.4% | -1%
C#CCOCCOCCOCCNc1nc(N2CCN(C(=O)[C@H]([C@@H](C)CC)n3cc([C@@H](N)CC(C)C)nn3)CC2)nc(N2CCN(C(=O)[C@H](Cc3ccc(O)cc3)n3cc([C@@H](N)CC(C)C)nn3)CC2)n1 | 14% | -3.5% | -3 | 699 | 7% | -8% | x | x | x | -0.4% | 1%
O=C(CN(C(=O)CNC(=O)c1ccco1)c1ccc(F)c(Cl)c1)NC1CCCCC1 | 11% | x | -30 | 804 | -2% | -2% | i | 0.6 | -6% | 0.7% | 4%
CCn1cc(CCC(=O)NCc2ccccc2OC)c2ccccc21 | 1% | x | 4 | 835 | 6% | -9% | i | 1.2 | -9% | 0.2% | 14%
NNC(=O)c1oc2nc(-c3ccccc3)cc(-c3ccccc3)c2c1N | -10% | x | x | x | -2% | -2% | + | 15* | 9% | 3.9% | 18%
CC(Oc1ccccc1Cl)C(=O)Nc1ccccc1C(=O)N1CCOCC1 (configuration not stated) | 7% | x | -17 | 792 | 16% | -8% | i | 2.2 | -11% | 1.1% | 14%
O=C(Nc1ccccc1N1CCN(C(=O)c2ccccc2)CC1)c1ccc(Br)o1 | 10% | x | 13 | 638 | 8% | -6% | i | 0.8 | -3% | 6.5% | -2%
COc1ccc(N(C(=O)c2ccco2)C(C(=O)NC2CCCC2)c2ccncc2)cc1OC (configuration not stated) | 4% | x | -3 | 781 | 10% | -4% | i | 0.7 | -4% | 1.1% | -9%
COc1cc2c(cc1OC)-c1cc(Nc3ccccc3Br)nc(=O)n1CC2 | 0% | x | -6 | 706 | 5% | 4% | i | 0.6 | 3% | -0.5% | 17%
O=C(Cc1ccccc1)Nc1ccc(N2CCN(Cc3ccccc3F)CC2)cc1 | 3% | -0.4% | 12 | 721 | 10% | -11% | i | 0.8 | 1% | 0.3% | -7% | Dengue-2 NS5 capping pilot replicate=1.7
Cc1ccccc1-c1nc(CN(C)C(C)c2ccon2)c(C)o1 (configuration not stated) | 5% | -5.4% | -5 | 733 | 11% | -6% | i | 0.2 | -9% | 1.4% | 2%
COc1ccccc1C1CCN(C(=O)C2CCCCC2)CC1 | 4% | x | -16 | 798 | -14% | 0% | i | 1.1 | -7% | 0.5% | 2%
CN(C)C(=O)C#Cc1ccccc1 | 11% | x | 40 | 803 | 17% | -5% | i | 1.3 | 4% | 0.3% | -2%
COC(=O)c1ccc(NC(=S)N2CCN(Cc3ccc(Cl)cc3)CC2)cc1 | 2% | -7.1% | x | x | 6% | 4% | i | 1.4 | -3% | -1.9% | -36%
COc1ccc(CNC(=O)COc2ccc(C(=O)c3ccc(F)cc3)cc2)cc1 | 9% | 0.9% | 5 | 518 | -7% | -3% | i | 0.2 | 1% | 3.5% | 8%
CN(C)c1ccc(C(=O)NCC2CCCO2)cc1 (configuration not stated) | -2% | -0.7% | -7 | 722 | -18% | -4% | i | 1.5 | -5% | 2.0% | -10%
O=C(CCN1CCCO1)N1CCCC(N2CCN(c3cccc(C(F)(F)F)c3)CC2)C1 (configuration not stated) | 3% | x | -2 | 841 | -9% | -8% | i | 0.6 | -6% | 0.6% | -4%
Cc1cc(C)c(S(=O)(=O)c2ccccc2)c(N2CCOCC2)n1 | -2% | -5.5% | -1 | 707 | 3% | -7% | i | 0.9 | 1% | -1.0% | -3%
CCOc1ccc(Br)cc1C(=O)N/N=C/c1ccccn1 | 2% | x | -1 | 835 | 26% | 0% | i | 0.3 | -5% | -1.9% | 13%
CCc1cc(=O)oc2cc(C)cc(OCC(=O)NCc3cccnc3)c12 | -2% | x | 1 | 715 | 19% | -6% | i | 3.2 | -12% | 2.0% | 20%
CCN(CC)CCN(C(=O)c1ccc2c(c1)CCCC2)c1nc2c(C)cccc2s1 | -2% | x | -3 | 876 | 4% | -3% | i | 0.7 | -1% | -1.3% | -7%
Cc1cc2nc(C(F)(F)F)[nH]c(=O)n2n1 | 4% | -0.2% | x | x | -11% | -9% | i | 0.8 | 1% | 2.2% | 0%
Cn1cnnc1SCc1ccc(-c2ccc(Br)cc2)o1 | 1% | -6.2% | x | x | 8% | -6% | x | x | -14% | -0.7% | 4%
COC(=O)C(NC(C)=O)(Nc1nc2ccc(S(C)(=O)=O)cc2s1)C(F)(F)F (configuration not stated) | -2% | -1.5% | 7 | 720 | 14% | 1% | i | 0.8 | -8% | -2.4% | -1%
Cc1ccc(-c2csc(-c3c[nH]c4ccccc34)n2)cc1 | -1% | -2.3% | -9 | 757 | -104% | -1% | i | 0.7 | -2% | 3.1% | 6%
CCOc1cc(C(=O)Nc2c(C)ccc3nsnc23)cc(OCC)c1OCC | -1% | -4.6% | 25 | 718 | 13% | -8% | i | 1.0 | -8% | -0.3% | 12%
Cc1oc(-c2ccccc2Cl)nc1CN1CCCN(C(=O)c2ccco2)CC1 | 7% | -1.1% | -24 | 692 | 13% | -4% | i | 0.2 | -1% | 1.5% | 1%
CCN1C(=O)C(C(=O)Nc2ccc(OC)cc2)C2CC1(C)Oc1ccccc12 (configuration not stated) | 4% | -7.9% | 2 | 646 | -2% | -4% | i | 1.4 | -1% | -1.3% | -2%
